Screens: PubChem, National Center for Advancing Translational Sciences (NCATS)
Lipid storage S3 = qHTS Assay for Lipid Storage Modulators in Drosophila S3 Cells | Drosophila S3 cells, BODIPY lipid droplet fluorescence, 18-24 h; cells fed with added oleic acid | Potency in µM for hits, for the others lipid storage change, negative = inhibition, % at the top dose, mostly 46.1 µM | actives 0.64% (n = 320,000) | AID 2685; active means well fitted inhibition curve with a large enough effect in the signal ratio, with a control signal flat, not every such curve was filed as active; inconclusive means small, poorly fitted or top-dose-only effect, or effect the other way, or a change in a side signal; the % refers to the signal ratio
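Drosophila S3 cells loaded with oleic acid (400 uM, as added) and compounds at several concentrations; lipid droplets imaged by 488-nm laser-scanning cytometry, 500–530 nm intensity and object ratio to cell channel. Percent activity normalized to 20 uM Triacsin C.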
Lipid storage S3 cell count max = also measured in Lipid storage S3; calls as there; cell number change, %; measured here: cell count max response;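 cells counted by Cell Tracker Red CMTPX staining in the red channel; peak over a dose series mostly up to 46.1 µM; percent activity relative to internal control wells on each plate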
Numbers without * were called inactive; i = inactive; ? = inconclusive; . = not tested or not shown; [ ] = dose if it differs, or a comment. On the % scale 0 is the no-effect control and ±100 the full control effect; potency means the concentration at half of the fitted maximal effect.

Every second line gives: Lipid storage S3, Lipid storage S3 cell count max
- CNC(=O)CSc1nnc(-c2ccccc2F)n1CCc1ccccc1
    5%, 4
- Cc1noc(C)c1CSCc1ccc(Cl)cc1
    8%, 0
- CC(C)c1ccc(C(N)=S)cc1
    ?, .
- COc1ccc(CNC(=O)COC(=O)/C=C/c2ccc(S(=O)(=O)N3CCOCC3)cc2)cc1
    6%, 19
- COc1ccccc1NC(=O)Nc1nnc(C(C)c2ccccc2)s1 (stereo not drawn)
    ?, .
- COC(=O)c1ccc2c(c1)C(C)(C)C(/C=C/c1ccccc1O)=[N+]2C
    ?, .
- O=C(NCc1ccccn1)c1ccc(Cl)c(S(=O)(=O)NCc2ccccc2)c1
    -45%, -3
- CCOC(=O)c1ccc(NS(=O)(=O)c2ccc3oc(=O)[nH]c3c2)cc1
    ?, .
- Cc1[nH]n(-c2ccc([N+](=O)[O-])cc2)c(=O)c1C=NCCN1CCN(C(=O)c2cccc(F)c2)CC1
    i, 24
- CCc1ccc2nc(-c3cccc(C)c3)nc(SCC(=O)NCC3CCCO3)c2c1 (stereo not drawn)
    -6%, 1
- C#CCOCCOCCOCCNc1nc(N2CCN(C(=O)Cn3cc(CC(C)O)nn3)CC2)nc(N2CCN(C(=O)[C@H](CCCCN)n3cc(CCC(=O)O)nn3)CC2)n1 (stereo partly drawn)
    ?, .
- CCOC(=O)c1[nH]c(C)c(C(=O)NC2CCCCCC2)c1C
    0%, -8
- Cc1ccc(N(CC(=O)Nc2ccc(S(=O)(=O)N3CCOCC3)cc2)S(C)(=O)=O)cc1C
    ?, .
- Cc1noc(C)c1C(=O)NCC1COc2ccccc2O1 (stereo not drawn)
    ?, .
- COc1cc(C=O)ccc1OCC(=O)Nc1ccccc1N1CCOCC1
    2.6µM*, -24*
- Cc1ccc(CNC(=O)Cn2nnc(C(=O)Nc3cccc(C)c3C)c2N)cc1
    ?, .
- Fc1ccc(-c2cc3nc(-c4ccccc4)cc(N4CCOCC4)n3n2)cc1
    ?, .
- N#Cc1ccsc1NC(=O)COC(=O)c1cc(Br)ccc1O
    7%, 7
- COc1ccc(Cl)c(Cn2c(NCCCO)nc3c2c(=O)n(C)c(=O)n3C)c1
    9%, -29
- CNC(=O)NC(=O)COC(=O)c1n[nH]c2ccccc12
    10%, 13
- Cc1ccc(C(=O)CSc2nc(C(C)C)nc3ccccc23)cc1
    ?, .
- CCOc1ccc(-c2ccc(C=O)o2)c([N+](=O)[O-])c1
    ?, .
- CCN(Cc1ccccc1)C(=O)CCc1nc(-c2ccc(C)cc2)no1
    ?, .
- CC(=O)C1=C(O)C(=O)N(Cc2cccnc2)C1c1ccccc1Cl (stereo not drawn)
    ?, .
- COCCn1c(Br)nc2c1c(=O)n(C)c(=O)n2C
    ?, .
- CC(OC(=O)Cc1ccc(F)cc1)C(=O)NCc1ccc2c(c1)OCO2 (stereo not drawn)
    -18%, -8
- CCCCc1cc(=O)oc2c(C)c(OCC(=O)NCc3ccccn3)ccc12
    ?, .
- CCOc1ccc(S(=O)(=O)Nc2ccc(C(=O)N3CC(C)OC(C)C3)cc2)cc1 (stereo not drawn)
    ?, .
- CCCCn1c(Cc2ccccc2)nnc1SCC(=O)Nc1cc(C)on1
    0%, -9
- S=C(Nc1ccc2cn[nH]c2c1)Nc1ccc(Cl)cc1Cl
    ?, .

Additional structures
Every second line gives: Lipid storage S3, Lipid storage S3 cell count max
- Cc1cc(C)cc(NC(=S)NC2CC3CCCC(C2)N3C2CCCC2)c1 (stereo not drawn)
    -4%, -17
- Cc1ccc(SCC(=O)NNC(=O)C2CCCCC2)cc1
    9%, -9
- CC(=O)c1cccc(NC(=O)NC(C)c2ccc3c(c2)OCO3)c1 (stereo not drawn)
    ?, .
- Cc1cc(-c2nnc(SCC(=O)Nc3nc(-c4ccccc4)cs3)o2)no1
    11%, 1
- OCC1(CCc2ccccc2)CCN(Cc2ccc3nsnc3c2)CC1
    ?, .
- CSc1nsc(SCC(=O)Nc2ccc(F)cc2)n1
    ?, .
- COc1ccc(S(=O)(=O)Nc2ccccc2C(=O)N2CCOCC2)cc1Cl
    ?, .
- O=C1COc2ccc(C(=O)c3ccccc3C(=O)NCc3ccco3)cc2N1
    ?, .
- COC(=O)C1CC(=O)N(Cc2ccccc2)C1 (stereo not drawn)
    ?, .
- COc1ccc(-n2ccnc2CN2CCCC(CO)(Cc3cccc(OC)c3)C2)cc1 (stereo not drawn)
    5%, 3
- CSc1nc(C)cc(/C=C\c2ccccc2)c1C#N
    i, .
- CC(=O)NCCCc1c[nH]c2ccc(Cl)cc12
    15%, -4
- O=S(=O)(Nc1ccc2oc(-c3ccccc3)nc2c1)c1ccccc1
    ?, .
- O=S(=O)(NC1CCCC1)c1ccc(S(=O)(=O)NC2CCCC2)cc1
    12%, 5
- O=C(NC1(C(=O)NC2CCCC2)CCCCC1)c1ccc2c(c1)OCO2
    ?, .
- COc1ccc(-c2ccc(C#N)c(OC(=O)c3c(Cl)cccc3Cl)n2)cc1
    ?, .
- CCOc1cc(C#N)c(NC(=O)c2cccnc2)cc1OCC
    ?, .
- Cc1[nH]n(-c2ccccc2)c(=O)c1C1(C(F)(F)F)C(=O)N(c2ccccc2)C2=C1C(=O)CC(C)(C)C2 (stereo not drawn)
    ?, .
- CCOC(=O)Cc1csc(SCc2nc3ccccc3c(=O)[nH]2)n1
    ?, .
- COCCNC(=O)C1CC2Cn3c(nc4cc(Cl)c(Cl)cc43)C2N1C (stereo not drawn)
    25%, 9
- N#Cc1ccc(CN2C(=O)NC3(CCCCCC3)C2=O)cc1
    i, 17
- COc1cc(C(=O)Nc2cccc(-c3nc4ncccc4o3)c2C)cc(OC)c1OC
    ?, .
- CCOC(=O)c1cc(-c2nnc(-c3ccc(Cl)cc3)o2)c(C)nc1C
    5%[9.22 µM], 1
- COc1ccc(C(=O)Nc2cc(C(F)(F)F)ccc2-n2cnc3ccccc32)cc1
    13%, 6
- Cn1cc(C(=O)c2ccc(Cl)cc2Cl)cc1C(=O)N/N=C(\N)COc1cccc(C(F)(F)F)c1
    i, .
- COC(=O)c1ccccc1NC(=O)c1ccc(NC(=O)C2CCCO2)cc1 (stereo not drawn)
    ?, .
- CCOC(=O)/C(C#N)=C/c1cccc(C)c1
    5%, -9
- CC(C)(C)OC(=O)NCc1nc(N)n[nH]1
    1%, 5
- Cc1cc(C)cc(N(CCC#N)C(=O)CSc2nc3nc(C)cc(C)n3n2)c1
    9%, -4
- O=C(COC(=O)c1c(F)cccc1F)c1ccc[nH]1
    -6%, 11

(cont.)
Every second line gives: Lipid storage S3, Lipid storage S3 cell count max
- O=C(NCc1ccco1)c1cccnc1-c1nc2ccccc2s1
    ?, .
- Cc1cccc(NC(=O)CSc2nnc(-c3ccccc3)n2N)c1C
    ?, .
- COc1ccc(CNS(=O)(=O)c2ccc3c(c2)NC(=O)C(C)S3)cc1 (stereo not drawn)
    ?, .
- Cc1noc(C)c1S(=O)(=O)N1CCC(C(=O)NCCc2ccc(S(N)(=O)=O)cc2)CC1
    ?, .
- Cc1ccc(C)n1-n1cnc2scc(-c3cccs3)c2c1=O
    i, 9
- CC1CN(c2ccc(Oc3ccccc3)cc2)c2nc3c(c(=O)[nH]c(=O)n3C)n2C1 (stereo not drawn)
    13%, -4
- COc1ccc(CC(=O)NNC(=O)CSc2ccc(C)cc2)cc1
    ?, .
- CC1CCN(C(=O)Cn2nc(C(F)(F)F)c3c2CCCC3)CC1
    -2%, 2
- CC(=O)NNC(=O)CSc1nnc(-c2ccccc2)c(-c2ccccc2)n1
    ?, .
- CCCS(=O)(=O)Nc1cc(C(F)(F)F)ccc1OCCOC
    i, -3
- C=CCn1c(SCC(=O)Nc2ccc(C)cc2C)nnc1-c1cccnc1
    ?, .
- CCOC(=O)C1=C(C)n2c(s/c(=C3\C(=O)Nc4ccccc43)c2=O)=NC1c1ccc(OC)cc1 (stereo not drawn)
    ?, .
- Cn1nc(C(F)(F)F)c(/C=N/OC(=O)c2ccccc2)c1Sc1ccc(Cl)cc1
    i, -14
- CC(=O)Nc1ccc(NS(=O)(=O)c2ccccc2)c2ccccc12
    7%, 0
- COc1cccc(N2CCN(CC(=O)Nc3ccc(-n4cnnn4)cc3)CC2)c1
    i, .
- CC1=C/C(=C(/c2cc(C)c(O)c(Br)c2)c2ccccc2S(=O)(=O)O)C=C(Br)C1=O
    -10%, 24
- N#Cc1c(NC(NC(=O)c2ccco2)C(=O)c2ccccc2)sc2c1CCCC2 (stereo not drawn)
    i, .
- Cc1ccccc1C(=O)NC1CCSC1=O (stereo not drawn)
    i, .
- O=C(O)C1CCCCC1C(=O)NCc1ccncc1 (stereo not drawn)
    2%, 3
- COC(=O)c1ccc(COc2ccccc2/C=C(\C#N)C(=O)NC(C)C)cc1
    -4%, -6
- COCC(=O)NC1CCN(S(=O)(=O)c2ccc(C(=O)O)cc2)CC1
    -13%, 1
- O=C(Nc1cc(-c2ccccc2)cs1)c1ccco1
    ?, .
- Cc1cccc(C)c1NC(=O)NC1(C(=O)N2CCOCC2)CCCCC1
    0%, 13
- COC(=O)c1ccccc1Sc1ncnc2onc(C)c12
    ?, .
- O=S(=O)(c1cccs1)N1CCC2(CC1)OCCN2S(=O)(=O)c1ccccc1
    ?, .
- CCOC(=O)c1ccc(NC(=O)c2ccc[n+]([O-])c2)cc1
    ?, .
- O=C(CSc1nc(C2CC2)nc2ccccc12)N1c2ccccc2Sc2ccc(C(F)(F)F)cc21
    ?, .
- CN1C(=O)CSC1=Nc1cccc(C(=O)O)c1
    ?, .
- COC(=O)CC1C(=O)NCCN1C(=S)Nc1cccc(C)c1 (stereo not drawn)
    ?, .
- Cc1ccc(NC2=NC3(CCCC3)N=C(N)N2)c(C)c1
    ?, .

Structures shown so far with bromine, in the order listed:
Every second line gives: Lipid storage S3, Lipid storage S3 cell count max
- N#Cc1ccsc1NC(=O)COC(=O)c1cc(Br)ccc1O
    7%, 7
- COCCn1c(Br)nc2c1c(=O)n(C)c(=O)n2C
    ?, .
- CC1=C/C(=C(/c2cc(C)c(O)c(Br)c2)c2ccccc2S(=O)(=O)O)C=C(Br)C1=O
    -10%, 24

Full records, looked up by structure. Screens in order: Lipid storage S3 | Lipid storage S3 cell count max
O=S(=O)(c1cccs1)N1CCC2(CC1)OCCN2S(=O)(=O)c1ccccc1 in the list: ? | .
CC1CN(c2ccc(Oc3ccccc3)cc2)c2nc3c(c(=O)[nH]c(=O)n3C)n2C1 (stereo not drawn) in the list: 13% | -4
CN1C(=O)CSC1=Nc1cccc(C(=O)O)c1 in the list: ? | .
COc1cccc(N2CCN(CC(=O)Nc3ccc(-n4cnnn4)cc3)CC2)c1 in the list: i | .
COC(=O)c1ccccc1Sc1ncnc2onc(C)c12 in the list: ? | .

Further entries
Every second line gives: Lipid storage S3, Lipid storage S3 cell count max
- COc1ccc(C(=O)CCc2nc3ccccc3s2)cc1
    ?, .
- O=C(Cc1ccccc1)N/N=C/c1cccc([N+](=O)[O-])c1
    ?, .
- CCn1c(SC(C)C(=O)Nc2ccc(N3CCOCC3)cc2)nnc1C1CC1 (stereo not drawn)
    ?, .
- Cc1ccc(S(=O)(=O)N(C)c2ccc(C(=O)N3CCc4ccccc4C3)cc2)cc1
    ?, .
- CC1CCN(c2ccc3c(c2)S(=O)(=O)c2cccc(C(=O)NCc4cccc(F)c4)c2C3=O)CC1
    ?, .
- CCCc1cc(=O)oc2cc(OCC(=O)NCCc3c[nH]c4ccc(OC)cc34)ccc12
    8.2µM*, -12*
- O=C(Nc1cccnc1)c1ccc(N2CCOCC2)c([N+](=O)[O-])c1
    ?, .
- COc1ccc(N2C(=O)CSC23C(=O)N(CC(=O)NC2CCCC2)c2ccccc23)cc1 (stereo not drawn)
    ?, .
- COc1cc(C(=O)NCCC(=O)NC2CCCCC2)cc(OC)c1OC
    ?, .
- CC(C)(C)C1CCc2c(sc3nc(SCC(=O)O)nc(N)c23)C1 (stereo not drawn)
    -2%, -1
- CCn1cc(/C=C/C(=O)Nc2ccc(C)cc2Br)cn1
    25%, .
- COc1ccc(OC)c(S(=O)(=O)N2CCC(C(=O)Nc3ccccc3)CC2)c1
    -2%, 6
- CC1CCc2nn(CC(=O)NCCCN3CCCCC3)cc2C1 (stereo not drawn)
    ?, .
- Cc1ccccc1CN(C)Cc1cc(=O)oc2c(C)c(C)ccc12
    ?, .
- Cc1cnccc1CN(C)Cc1nc(Cc2ccccc2Cl)no1
    -11%, -4
- O=C(CSc1ccc(-c2cccs2)nn1)NCc1ccccc1Cl
    ?, .
- O=C(Cn1nnc(-c2ccccc2)n1)N/N=C/c1cccc([N+](=O)[O-])c1O
    8%, 16
- CS(=O)(=O)N(CCc1ccccc1)CC(=O)NCc1ccco1
    ?, .
- COc1ccccc1CNC(=O)COC(=O)CNS(=O)(=O)c1ccc(NC(C)=O)cc1
    0%, 16
- CC(=O)NC(C(=O)c1ccccc1)N1CCCCC1 (stereo not drawn)
    39%, 17
- Cc1ccc(CN2CCN(Cc3cccc(OCCO)c3)CC2CCO)o1 (stereo not drawn)
    10%, -4
- CN1CCN(S(=O)(=O)c2ccc(Br)c3ccccc23)CC1
    i, -2
- CC(C)COC(=O)N1CC(O)CC1C(=O)O (stereo not drawn)
    ?, .
- COc1ccc(C)cc1NC(=O)c1ccc(NS(=O)(=O)c2cccs2)cc1
    i, .
- O=C(CN1CCN(Cc2cccc(F)c2)CC1)Nc1ccccc1F
    ?, .
- O=C(N/N=C/c1cc2c(cc1Br)OCO2)C1COc2ccccc2O1 (stereo not drawn)
    ?, .
- CCOC(=O)CN1C(=N)N(c2nc(NC(C)C)nc(NC(C)C)n2)CC1=O
    4%, 1
- Cc1ccccc1-n1c(O)cc(=O)[nH]c1=S
    -17%, .

Only part of the results is shown; the hit share may differ from the screen's.
